Screening results deposited in PubChem by The Scripps Research Institute Molecular Screening Center.
TEAD-YAP block = TEAD-YAP interaction inhibition | HEK-TIYL cells, TEAD-Gal4/YAP UAS-luciferase luminescence | inhibition, % at 9.12 µM | 640,000 compounds, 1.4% hits | AID 1259422; in the data active = inhibition above about 32%;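 also: 0% = median of test compound wells and 100% = reference inhibitor wells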
FBW7 activator = activators of human E3 ligase FBW7. AlphaScreen FBW7–phospho-cyclin E peptide binding, activator screen. normalized activity (activation), % at 26.1 µM. 650,000 compounds, 0.13% hits. AID 1259310; in the data active = normalized activity above about 1.9%;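 also: purified mutant Fbw7 with reduced substrate affinity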
Target sequence (Q969H0 whole entry, looked up): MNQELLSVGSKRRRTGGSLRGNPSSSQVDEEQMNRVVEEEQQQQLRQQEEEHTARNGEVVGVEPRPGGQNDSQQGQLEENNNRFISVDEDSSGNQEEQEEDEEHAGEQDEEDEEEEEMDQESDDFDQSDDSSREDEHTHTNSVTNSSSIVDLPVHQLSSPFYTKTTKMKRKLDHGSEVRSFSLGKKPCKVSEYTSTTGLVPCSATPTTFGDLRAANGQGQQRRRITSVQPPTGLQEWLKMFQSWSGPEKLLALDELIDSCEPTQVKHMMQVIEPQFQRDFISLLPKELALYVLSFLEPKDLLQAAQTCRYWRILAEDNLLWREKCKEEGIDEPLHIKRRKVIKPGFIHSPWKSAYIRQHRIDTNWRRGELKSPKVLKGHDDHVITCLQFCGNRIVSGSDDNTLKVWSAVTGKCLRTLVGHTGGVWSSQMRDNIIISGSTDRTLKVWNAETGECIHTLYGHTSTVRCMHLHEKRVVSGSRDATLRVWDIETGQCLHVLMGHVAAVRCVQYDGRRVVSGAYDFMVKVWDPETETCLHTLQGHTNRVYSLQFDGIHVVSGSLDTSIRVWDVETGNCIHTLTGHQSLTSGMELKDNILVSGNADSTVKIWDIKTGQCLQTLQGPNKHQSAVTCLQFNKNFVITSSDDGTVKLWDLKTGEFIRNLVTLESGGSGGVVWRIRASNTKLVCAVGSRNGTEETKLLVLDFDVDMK
MITF primary = inhibitors of human MITF; AlphaScreen MITF homodimerization, bead proximity signal; inhibition, % at 2.6 µM; 650,000 compounds, 0.91% hits; in the data active = inhibition above about 50%;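 also: 0% = vehicle wells with protein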
GPR151 ag = activates the human receptor GPR151. AID 1508602. PathHunter beta-arrestin GPR151 cells, luminescence. activation, % at 11.2 µM. 650,000 compounds, 1% hits; in the data active = activation above about 4.9%;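 also: 0% = median of compound wells and 100% = cells with positive control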
* marks the source's active call; other numbers are inactive results.

SMILES	TEAD-YAP block	FBW7 activator	MITF primary	GPR151 ag
COc1ccc(OC)c(C2CC(=O)C(C)C(c3cc(OC)ccc3OC)N2)c1 (centres undefined)	-6	0.8	12	-0.2
CCOc1ccc(CCNC(=O)CN2C(=O)NC(CCSC)C2=O)cc1OCC (centres undefined)	0	-0.1	-3	1.0
O=C(O)c1ccccc1C(=O)Nc1ccc(Br)cc1	-1	0.0	0	1.2
CCOc1ccccc1N1C(=NC(C)=O)SC2CS(=O)(=O)CC21 (centres undefined)	4	0.1	3	0.8
CCOC(=O)Cc1ccc(N=Cc2ccc(N3CCOCC3)c([N+](=O)[O-])c2)cc1	9	0.1	-5	-1.0
COc1ccc(CC(=O)N2CCC(N3CCC(C(=O)NC4CC4)CC3)CC2)cc1	10	0.1	8	0.0
CSc1ccccc1C(=O)Nc1ccc2sc(C)nc2c1	-17	0.6	19	-1.2
COc1ccc(C(=O)Oc2cccc3c(OC)ccc(C=O)c23)cc1OC	16	0.2	6	-0.1
CCOc1ccc(N2C(=S)NC3c4cccc(OC)c4OC2(C)C3C(=O)Nc2ccc(C)cc2C)cc1 (centres undefined)	-11	-0.5	25	-1.3
NC(=O)c1cccc(N=Cc2cccc([N+](=O)[O-])c2)c1	1	0.1	3	-0.6
Cc1[nH]c2ccccc2c1C(=O)CN1CCOCC1	4	0.0	-14	2.5
CC(=O)Oc1ccc(-c2ccc(C(=O)NCCCN3CCCC3=O)cc2)cc1	-8	0.0	10	-0.5
CCc1ccc(S(=O)(=O)N2CCCc3ccccc32)cc1	5	0.1	-5	0.5
Cc1ccc(S(=O)(=O)N2C(=O)CCC2C(=O)Nc2ccc(Cl)c(Cl)c2)cc1 (centres undefined)	-4	-0.3	0	4.7
Nc1ccc2oc(-c3cc(Cl)ccc3Br)nc2c1	48*	0.0	-4	1.5
COc1ccc(CN2Cc3ccccc3OC(C)C2)c(F)c1 (centres undefined)	-18	-0.2	-1	0.8
CCC(=O)Nc1ccc(S(=O)(=O)Nc2cc(C)on2)cc1	-10	-0.1	-2	0.1
Cc1cccc(NC(=O)C(=O)NC2CCCC2)c1C	-66	0.1	-2	-0.1
Clc1ccc(OCCNCC2CCCO2)cc1 (centres undefined)	-4	0.1	20	-1.0
O=C(Nc1cccc(OC(F)(F)F)c1)c1ccco1	-2	0.2	18	-1.2
COc1ccc(C2/C(=C(/O)c3ccc(F)cc3)C(=O)C(=O)N2c2ccccn2)cc1OC (centres undefined)	-6	0.1	1	0.5
Cc1[nH]n(-c2ccc([N+](=O)[O-])cc2)c(=O)c1C=NC1CCCCC1	-16	-0.1	3	0.1
CC(C)(C)C1CCc2c(sc(N)c2C(N)=O)C1 (centres undefined)	-1	-0.1	-5	-1.1
CCOC(=O)Cc1nnc2c3ccccc3n(C)c2n1	8	0.0	4	0.0
O=C(CCC(=O)Nc1ccc(I)cc1)N/N=C/c1ccc(O)cc1	-1	0.2	-7	-1.7

Carrying on:
SMILES	TEAD-YAP block	FBW7 activator	MITF primary	GPR151 ag
CN1CCN(c2nccn3c(-c4ccccc4CO)cnc23)CC1	2	-0.8	-20	0.0
COc1ccc2c(O)c(-c3ccc4c(c3)OCCCO4)c(=O)oc2c1	-17	0.1	-5	-1.8
CN(C)CCCNC(=O)c1cc2cc(Cl)cc(Cl)c2oc1=O	12	0.0	3	-0.8
O=C(COC(=O)c1cc(Br)ccc1O)c1ccc(F)cc1	-4	0.1	-5	0.6
Cc1ccc(/C(O)=C2/C(=O)C(=O)N(CCCO)C2c2ccccc2)cc1 (centres undefined)	7	0.0	1	-0.1
CCN(CC)c1ccc(/C=C(\C#N)C(=O)NCc2ccccc2)cc1	-10	0.1	-21	0.1
Cc1cc(C)cc(NC(=O)C2CC(=O)N(c3ccccc3)C2)c1 (centres undefined)	-5	-0.1	-6	1.2
CC1CCN(Cc2nnnn2CC(=O)NC(C)c2cnn(-c3ccccc3)c2)CC1 (centres undefined)	6	-0.2	-4	-0.4
CC(=O)c1cccc(N2C(=O)c3ccc(Oc4cccc([N+](=O)[O-])c4)cc3C2=O)c1	11	0.4	15	-1.0
O=C(N/N=C/c1ccc(Cl)c([N+](=O)[O-])c1)c1ccc(Br)cc1	-9	0.2	18	-0.3
O=C(CC(c1ccccc1)C1CCCCC1=O)c1ccco1 (centres undefined)	5	0.2	5	-1.0
O=c1oc2ccccc2cc1-c1csc(Nc2cccc(F)c2)n1	-6	0.2	-5	0.8
COC(C(=O)N/N=C/c1ccc(C)c(C)c1C)c1ccccc1 (centres undefined)	-16	-0.1	-8	-1.7
Cc1cccn2c(=O)c(/C=C3\SC(=S)N(C(C)C)C3=O)c(NCc3ccco3)nc12	-2	0.3	4	1.5
Cn1nc(-c2cccc(C3OCCO3)c2)c(=O)n(C)c1=S	4	0.0	1	-1.3
O=C(O)C1C(C(=O)NCc2ccc(F)cc2)C2C=CC1C21CC1 (centres undefined)	0	0.0	-2	0.8
Cn1nccc1C(=O)NNC(=O)c1cccs1	3	0.0	7	-0.2
O=C1C2C(c3ccc(Cl)cc3)OC3(C(=O)c4ccccc4C3=O)C2C(=O)N1c1cccc([N+](=O)[O-])c1 (centres undefined)	14	0.2	7	-0.2
Cc1cc(OCC(=O)N(C)Cc2ccccc2)ccc1Cl	-52	0.1	-7	2.1
COCCNC(=O)c1cc(-c2ccccc2OC)on1	3	-0.1	-11	-0.7
COc1ccc(CC2(CO)CCN(Cc3cccc4cnccc34)CC2)cc1	4	0.0	-4	1.2
COc1cc(C)c(S(=O)(=O)Nc2ccc(-c3cn4ccc(C)nc4n3)cc2)cc1C	-8	0.0	11	0.0
CCOC(=O)c1c(NC(=O)CSc2nnc(CNC(=O)c3ccc(OC)c(OC)c3)n2CCc2ccccc2)sc2c1CCCC2	-5	0.1	4	0.8
O=C(NCCN1CCOCC1)N1c2ccccc2Sc2ccccc21	2	0.0	6	-0.4
CCn1ccnc1CN1CCCC(N(C)CCc2ccc(OC)c(OC)c2)C1 (centres undefined)	-6	-0.1	-6	-0.7

Other structures follow:
SMILES	TEAD-YAP block	FBW7 activator	MITF primary	GPR151 ag
COc1ccc(-c2nc(CCNS(=O)(=O)c3cc(OC)ccc3OC)cs2)cc1	-2	0.3	6	-0.6
CCc1nnc(NC(=O)C(C)Oc2cccc(Cl)c2)s1 (centres undefined)	4	0.1	1	0.0
CSCC[C@H](NC(=O)CN1C(=O)C2CC=CCC2C1=O)c1nc2ccccc2[nH]1 (some centres undefined)	15	0.0	2	-0.2
O=C(NCC(c1cccs1)N1CCOCC1)c1ccc(Cl)c([N+](=O)[O-])c1 (centres undefined)	6	-0.1	-2	-0.4
Cc1nn(-c2ccccc2)c(-n2cccc2)c1C(=O)N1CCC(C(=O)NC(C)(C)C)CC1	0	-0.1	5	-0.8
CCN(CC)c1ccc(NC(=O)COc2ccc(OC)cc2)cc1	15	-0.1	3	0.0
COCC(=O)NC(c1cccc(OC)c1OC)c1nccn1C (centres undefined)	-3	-0.2	-6	-1.0
Cc1ccc(NC(=O)CSc2ccc3nnc(-c4cccs4)n3n2)cc1	0	0.0	1	1.1
Cc1cccc(C)c1NC(=S)N(CCCN1CCCC1)Cc1ccco1	8	0.0	7	0.7
CC1CN(C(=O)Nc2ccc(F)cc2)C2(CCCCCC2)O1 (centres undefined)	7	-0.1	3	0.1
Cc1c(Cl)cccc1NC(=O)CCOc1ccccc1	8	0.1	7	-1.1
COc1ccc(/C(N)=N/OC(=O)COc2ccc(C)c(C)c2)cc1	-3	-0.1	-12	1.2
O=C(Nc1cc([N+](=O)[O-])ccc1F)c1sc2ccccc2c1Cl	-8	0.0	-2	-1.4
COc1ccccc1N1CCN(C(=O)CCCCn2c(=O)[nH]c3ccccc3c2=O)CC1	-4	-0.1	-10	0.5
CCOCCCn1c(=S)[nH]c2cc(C(=O)NCCC3=CCCCC3)ccc2c1=O	-8	-0.1	-2	0.9
CC(=O)Nc1ccc(NC(=O)CSc2ccccc2)cc1	-38	-0.1	-22	0.2
CC(NC(=S)Nc1ccccc1)C(c1cccs1)N1CCOCC1 (centres undefined)	0	0.0	4	1.4
COC(=O)C1=C(C)NC(=S)NC1c1ccc(OC(=O)c2ccco2)cc1 (centres undefined)	3	-0.1	1	-0.9
Oc1ccc(Nc2nccn3c(-c4cccc(F)c4)cnc23)cc1	65*	-0.1	-2	-1.1
CCc1ccc2[nH]cc(S(=O)(=O)c3ccccc3)c(=O)c2c1	-2	0.0	-6	-0.4
COC(=O)c1ccccc1NC(=O)CN1CCN(c2ccccc2)CC1	-18	-0.1	43	-0.1
Cc1c(C=Nc2ccc(S(=O)(=O)N3CCCCC3)cc2)c(O)n(C)c(=O)c1C#N	-1	-0.1	-6	-0.4
O=C(CN1Cc2ccccc2C1=O)NCc1cccs1	-7	0.1	8	1.4
Cc1onc(-c2ccccc2)c1C(=O)N1CCN(c2ccccc2)CC1	2	0.1	12	0.1
Cc1c(NC(=O)Cc2c(C(=O)O)[nH]c3ccc(Cl)cc23)cccc1[N+](=O)[O-]	-9	0.1	-5	1.2

Later entries
SMILES	TEAD-YAP block	FBW7 activator	MITF primary	GPR151 ag
CSC1=C(C#N)C(c2ccco2)C(C(=O)Nc2ccccc2C)=C(C)N1 (centres undefined)	-1	-0.1	5	1.1
COC(=O)C1=C(C)NC(=O)/C1=C\c1ccc(C(=O)OC)cc1	-11	0.6	10	1.3
CCNc1nc(Oc2ccc(C(=O)OC)cc2)nc(N(C)C)n1	-15	0.1	2	0.1
Cc1cc(C)cc(NC(=O)N[C@H]2C[C@H]3C(=O)N[C@H](C)C(=O)N3C2)c1	7	-0.1	-8	-1.1
CC(C1=C(O)CC(C)(C)CC1=O)C1C(=O)CC(C)(C)CC1=O (centres undefined)	0	0.2	4	0.7
CCOc1ccc(NCc2ccccc2O)cc1	-26	0.0	-3	0.8
CC(C(=O)NCC1CCCO1)N(C(=O)c1snc(C(N)=O)c1N)c1ccccc1 (centres undefined)	1	0.1	18	-1.1
CSC1=NCCN1C(=O)Cc1ccc(-c2ccccc2)cc1	-15	-0.1	16	-1.5
CC(=O)c1ccc(NS(=O)(=O)c2ccc(CN3C(=O)c4cccnc4C3=O)s2)cc1	10	-0.2	9	-0.4
CCOC(=O)C1=C(C)N=c2s/c(=C\c3cccc(OCc4ccccc4Cl)c3)c(=O)n2C1c1ccccc1 (centres undefined)	-10	0.1	2	0.2
COC(=O)c1ccc(NC(=O)CC2SC(=O)N(CC(=O)c3ccccc3)C2=O)cc1 (centres undefined)	1	-0.2	16	0.5
OCCC1CN(Cc2nc3ccccc3s2)CCN1Cc1ccc(F)cc1 (centres undefined)	-12	0.0	-9	0.1
Cc1cc(NC2CCCCC2)nc(-c2ccccc2O)n1	-3	0.5	79*	-0.5
CCOc1cc(/C=N/NC(=O)C(C)Oc2ccc(C)cc2)ccc1O (centres undefined)	12	0.1	-12	0.4
CCN(CC)c1ccc(CNCc2cccs2)cc1	-8	-0.1	-6	0.4
CC(c1ccon1)N(C)C(=O)CCc1nnc(Cc2ccc(-c3ccccc3)cc2)o1 (centres undefined)	7	0.2	2	-0.4
CCOc1cc(C2C(C(=O)OC(C)CC)=C(C)NC3=C2C(=O)CC(c2ccc(Cl)cc2)C3)ccc1O (centres undefined)	-18	-0.2	-1	-1.3
O=C(NCc1ccccc1)N(Cc1cccnc1)Cc1cc2cc3c(cc2[nH]c1=O)OCO3	-1	0.3	18	0.0
COCCCNC(=O)c1ccccc1[N+](=O)[O-]	3	-0.1	3	0.5
OCCNc1nc2ccccc2n1-c1ccccc1	10	0.9	23	0.8
Cc1ccc(OCC(=O)Nc2ncc(Cc3ccccc3)s2)cc1	-3	0.0	1	-0.6
Cc1ccnc(SCCn2c(N3CCCCCC3)nc3c2c(=O)[nH]c(=O)n3C)n1	-1	-0.1	-2	0.2
COCCNC(=S)NN(Cc1ccccc1)c1ccccc1	-1	-0.2	0	-0.2
Cn1c(SCC(=O)NC2CCCCC2)nnc1-c1ccccc1Cl	-2	-0.2	-23	-0.9
O=C1CCCN1CCCNc1nc2ncnc(NC3CCN(Cc4ccccc4)CC3)c2[nH]1	-12	-0.2	20	-1.9
Cc1cc(C(=O)N2CCC3(CC2)OCc2cc(-c4ccccc4)ccc2O3)c(C)o1	-5	-0.3	9	4.4
